ARFGAP1 inh – inhibitors of rat ARFGAP1 GAP activity, primary screen, biochemical, fluorescence polarization, GDP tracer; ADP-ribosylation factor GTPase-activating protein 1 (Rattus norvegicus), Q62848; Arfgap1-stimulated ARF1 GTP hydrolysis, GDP FP detection; inhibition, % at 16.5 µM; 360,000 tested, 0.26% active;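 active = inhibition above a per-plate limit, mean inhibition of low control wells plus 3 SD, cut at about 25% in these data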;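 note: 0% = DMSO wells with enzyme and 100% = wells lacking Arfgap1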
Target sequence (Q62848 1-136 limits assumed): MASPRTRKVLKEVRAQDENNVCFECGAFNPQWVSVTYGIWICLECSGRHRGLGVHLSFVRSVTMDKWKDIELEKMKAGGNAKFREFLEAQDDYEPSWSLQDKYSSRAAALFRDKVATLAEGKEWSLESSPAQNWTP
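Replicates: Single well per compound | Assay system: Truncated rat Arfgap1 GAP domain | Control set: No-Arfgap1 wells (100%) versus DMSO full-reaction wells (0%) | Times: Enzyme reaction 120 min at 25 °C after 20 min preincubation | Reagent: Human ARF1(Δ1-17)-GTP substrate | Measured by: Tracer-displacement fluorescence polarization with EDTA stop, 620/688 nm | Measure: Percent inhibition of Arfgap1-stimulated GTP hydrolysis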
UHRF1 MBD2 ctr – UHRF1 methylated DNA binding inhibitors, primary screen, counter-screen for MBD2 inhibitor project, biochemical, TR-FRET, human UHRF1, single concentration. UHRF1 binding to methylated oligo. inhibition, % at 4.4 µM. 370,000 tested, 0.75% active. AID 687016, 2013; in the data active = inhibition above about 21%;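 note: UHRF1 SRA domain binding a hemimethylated CpG hairpin DNA probe; 0% = median of test compound wells and 100% = reference inhibitor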
PLC-gamma1 inh – PLC-gamma1 enzyme inhibitors, primary screen, biochemical, fluorescence, purified enzyme. 1-phosphatidylinositol 4,5-bisphosphate phosphodiesterase gamma-1 (Homo sapiens), P19174. fluorogenic substrate. inhibition, % at 12.2 µM. 370,000 tested, 0.84% active. AID 720700, 2013; in the data active = inhibition above about 9.5%
PLC-beta3 inh – human PLC-beta3 inhibitors, primary screen, biochemical, fluorescence. Purified PLC-beta3, fluorogenic substrate. inhibition, % at 12.2 µM. AID 720704, 2013. 370,000 tested, 0.18% active; in the data active = inhibition above about 11%;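 note: 0% = median of compound wells on plate and 100% = full blocker control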
Tn7 DDE FP – inhibitors of Tn7 peptide binding to fibrin DD(E), primary screen, biochemical, fluorescence polarization, human fibrin, Tn7 probe; Fibrinogen beta chain (Homo sapiens), P02675; FP displacement of FITC-Tn7 peptide from fibrin DD(E); 0% = median of compound wells per plate; inhibition, % at 8.3 µM; 370,000 tested, 0.13% active;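 active = inhibition above the mean of compounds falling within the control limits plus 3 SD of them, cut at about 14% in these data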;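 note: 0% = plate median of compound wells and 100% = 10 µM Aha-Tn7 peptide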
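Assay system: Human clot-derived fibrin DD(E) complex | Buffer or medium: Tris/NaCl/CaCl2 buffer, pH 7.8 | Repeats: One replicate per compound | Benchmarks: Aha-Tn7 high control | Measure: % inhibition scaled between sample-field median and high-control FP | Schedule: 10 min plus 3 h, room temperature | Signal: Fluorescence polarization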
DDE Tn6 FP inh – inhibitors of Tn6 peptide binding to fibrin DD(E), primary screen, biochemical, fluorescence polarization, human fibrin, Tn6 probe; Fibrin DD(E) TRITC-Tn6 fluorescence polarization displacement; inhibition, % at 8.3 µM; 370,000 tested, 0.21% active; AID 720509, 2013;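 active = inhibition above a per-campaign cutoff: mean of compounds within control limits plus 3 SD, cut at about 15% in these data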;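 note: 0% = median of all compound wells on the plate and 100% = blocking peptide control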
HGIII-sPLA2 inh – human group III sPLA2 inhibitors, primary screen, biochemical, QFRET, BODIPY PC-A2 liposome substrate; QFRET BODIPY PC-A2 liposome hydrolysis, fluorescence; inhibition, % at 12.2 µM; 370,000 tested, 0.56% active;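 active = inhibition above mean plus 3 SD of compounds lying within the high and low control bounds, cut at about 19% in these data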;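 note: 0% = median of test compound wells and 100% = no enzyme DMSO wells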
proKLK7 act – proKLK7 zymogen activators, primary screen, biochemical, fluorescence intensity; activation, % at 7 µM; 370,000 tested, 0.9% active; AID 652039, 2013; Kallikrein-7 (Homo sapiens), P49862; purified proKLK7, EDANS-DABCYL substrate fluorescence; 100% is mature enzyme control, 0% vehicle;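 active = activation above the mean of all tested compounds plus 3 SD, computed per campaign excluding outliers beyond control limits, cut at about 13% in these data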
Target sequence (P49862 whole entry, looked up): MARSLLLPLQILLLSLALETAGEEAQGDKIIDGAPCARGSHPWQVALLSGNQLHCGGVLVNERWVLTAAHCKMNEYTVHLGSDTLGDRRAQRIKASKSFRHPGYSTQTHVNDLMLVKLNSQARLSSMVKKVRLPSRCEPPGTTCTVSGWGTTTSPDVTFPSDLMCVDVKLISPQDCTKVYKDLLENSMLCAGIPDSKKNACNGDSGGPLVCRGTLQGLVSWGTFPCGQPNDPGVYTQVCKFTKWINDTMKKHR
NR1D1 modulator – modulators of Rev-erb alpha DNA binding, primary screen, biochemical, FITC-DNA, fluorescence polarization, uHTS. Nuclear receptor subfamily 1 group D member 1 (Homo sapiens), P20393. Rev-erbα–FITC-DNA binding, 90 min. activity, % at 10 µM. 370,000 tested, 0.79% active;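 active = activity above about 14%, limit read from the data; passing the limit was not always enough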;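 note: 0% = DMSO wells with 35 nM protein and 100% = DMSO wells with 750 nM protein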
ASAP1 inh – inhibitors of human ASAP1 ArfGAP activity, primary screen, biochemical, fluorescence polarization; Arf-GAP with SH3 domain, ANK repeat and PH domain-containing protein 1 (Homo sapiens), …; ASAP1-stimulated ARF1 GTP hydrolysis, GDP FP detection; inhibition, % at 16.5 µM; 360,000 tested, 0.19% active; AID 624377, 2012; in the data active = inhibition above about 25%;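 note: 0% = vehicle with enzyme and substrate and 100% = no enzyme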
Target sequence (Q9ULH1 325-724 limits assumed): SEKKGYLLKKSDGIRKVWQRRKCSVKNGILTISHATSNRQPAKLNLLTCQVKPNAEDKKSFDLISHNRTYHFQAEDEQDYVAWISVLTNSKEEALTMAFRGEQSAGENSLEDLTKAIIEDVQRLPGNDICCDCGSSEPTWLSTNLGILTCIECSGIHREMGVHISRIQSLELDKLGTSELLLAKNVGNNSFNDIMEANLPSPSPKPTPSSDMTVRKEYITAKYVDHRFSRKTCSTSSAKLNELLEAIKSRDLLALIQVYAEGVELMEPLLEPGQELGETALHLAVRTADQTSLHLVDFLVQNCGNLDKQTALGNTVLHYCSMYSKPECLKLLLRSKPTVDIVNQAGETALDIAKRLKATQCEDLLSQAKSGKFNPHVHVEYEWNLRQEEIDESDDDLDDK
* marks the source's active call; other numbers are inactive results.

Results for CCNC(=O)C1(C)CCCN(Cc2ccccc2-c2ccccc2)C1 (stereo not drawn) ?
ARFGAP1 inh: -7.4; UHRF1 MBD2 ctr: -1.1; PLC-gamma1 inh: -2.6; PLC-beta3 inh: 0.7; Tn7 DDE FP: 5.9; DDE Tn6 FP inh: 2.8; HGIII-sPLA2 inh: -9.2; proKLK7 act: 0.5; NR1D1 modulator: -0.4; ASAP1 inh: 0.7

What do the screens show for `COc1ccccc1OCC(=O)Nc1ccc(S(=O)(=O)N2CCCC2)cc1`?
ARFGAP1 inh: -3.7; UHRF1 MBD2 ctr: -2.1; PLC-gamma1 inh: -2.0; PLC-beta3 inh: -3.3; Tn7 DDE FP: -1.5; DDE Tn6 FP inh: 0.0; HGIII-sPLA2 inh: -1.5; proKLK7 act: -0.2; NR1D1 modulator: 3.6; ASAP1 inh: -15.8

Results for CN1CCN(C2CC(=O)N(c3ccc4c(c3)OCCO4)C2=O)CC1 (stereo not drawn) ?
ARFGAP1 inh: 4.1; UHRF1 MBD2 ctr: 2.2; PLC-gamma1 inh: 5.7; PLC-beta3 inh: 2.9; Tn7 DDE FP: 0.0; DDE Tn6 FP inh: 0.8; HGIII-sPLA2 inh: -1.5; proKLK7 act: 0.6; NR1D1 modulator: 2.1; ASAP1 inh: 5.1

What do the screens show for `O=S(=O)(/C=C/c1ccccc1)NC1CCCCCC1`?
ARFGAP1 inh: -7.1; UHRF1 MBD2 ctr: -1.5; PLC-gamma1 inh: 1.7; PLC-beta3 inh: 2.2; Tn7 DDE FP: 2.5; DDE Tn6 FP inh: 7.2; HGIII-sPLA2 inh: -9.0; proKLK7 act: -0.4; NR1D1 modulator: 2.7; ASAP1 inh: -22.4

How did Cc1c(C(=O)N/N=C/c2ccccc2)sc(=S)n1C do in these assays?
ARFGAP1 inh: 25.8*; UHRF1 MBD2 ctr: 5.1; PLC-gamma1 inh: -2.5; PLC-beta3 inh: 0.6; Tn7 DDE FP: -5.5; DDE Tn6 FP inh: -2.2; HGIII-sPLA2 inh: 14.7; proKLK7 act: -0.1; NR1D1 modulator: 2.8; ASAP1 inh: -0.8

How did CN(Cc1ccccc1)C(=O)c1[nH]cnc1C(=O)NCc1ccccc1 do in these assays?
ARFGAP1 inh: -7.3; UHRF1 MBD2 ctr: 0.6; PLC-gamma1 inh: -2.1; PLC-beta3 inh: -1.4; Tn7 DDE FP: 2.9; DDE Tn6 FP inh: -1.0; HGIII-sPLA2 inh: -6.9; proKLK7 act: 0.3; NR1D1 modulator: 1.7; ASAP1 inh: 2.7

Results for Cc1csc(NC(=O)c2sccc2C)n1 ?
ARFGAP1 inh: -3.1; UHRF1 MBD2 ctr: -0.7; PLC-gamma1 inh: -2.9; PLC-beta3 inh: -6.9; Tn7 DDE FP: 1.8; DDE Tn6 FP inh: 5.3; HGIII-sPLA2 inh: -0.8; proKLK7 act: 0.2; NR1D1 modulator: 0.6; ASAP1 inh: 2.0

Results for O=C1CCN(Cc2ccccc2)S(=O)(=O)c2ccc(F)cc21 ?
ARFGAP1 inh: 8.3; UHRF1 MBD2 ctr: -5.7; PLC-gamma1 inh: 0.9; PLC-beta3 inh: 1.5; Tn7 DDE FP: 3.5; DDE Tn6 FP inh: -1.4; HGIII-sPLA2 inh: -11.3; proKLK7 act: 0.5; NR1D1 modulator: -3.3; ASAP1 inh: 4.9

How did O=C(NCCCN1CCOCC1)c1ccc(Cl)cc1[N+](=O)[O-] do in these assays?
ARFGAP1 inh: 0.8; UHRF1 MBD2 ctr: -0.9; PLC-gamma1 inh: -0.7; PLC-beta3 inh: 0.1; Tn7 DDE FP: -0.9; DDE Tn6 FP inh: -4.3; HGIII-sPLA2 inh: 4.0; proKLK7 act: 0.7; NR1D1 modulator: 4.6; ASAP1 inh: -5.9

Results for Cc1ccc(S(=O)(=O)NC(=O)N2CCCC2)cc1 ?
ARFGAP1 inh: 5.6; UHRF1 MBD2 ctr: 2.1; PLC-gamma1 inh: 5.3; PLC-beta3 inh: 2.5; Tn7 DDE FP: -9.6; DDE Tn6 FP inh: -1.9; HGIII-sPLA2 inh: 0.2; proKLK7 act: 0.3; NR1D1 modulator: -0.1; ASAP1 inh: -14.3

Results for O=C(NCCCN1CCOCC1)C1CC(=O)N(C2CCCCC2)C1 (stereo not drawn) ?
ARFGAP1 inh: 0.7; UHRF1 MBD2 ctr: -1.1; PLC-gamma1 inh: 6.3; PLC-beta3 inh: 9.2; Tn7 DDE FP: 2.4; DDE Tn6 FP inh: 2.5; HGIII-sPLA2 inh: 3.1; proKLK7 act: -0.8; NR1D1 modulator: 0.9; ASAP1 inh: -1.7

What do the screens show for `Cc1cc(C)n(C(=O)c2ccc(Cl)c(F)c2F)n1`?
ARFGAP1 inh: 2.2; UHRF1 MBD2 ctr: -1.1; PLC-gamma1 inh: 2.3; PLC-beta3 inh: -3.5; Tn7 DDE FP: -0.9; DDE Tn6 FP inh: 5.8; HGIII-sPLA2 inh: 1.6; proKLK7 act: -0.5; NR1D1 modulator: 8.4; ASAP1 inh: 7.0

Results for COc1ccc(Cc2n[nH]c(=S)o2)cc1 ?
ARFGAP1 inh: 0.8; UHRF1 MBD2 ctr: -0.1; PLC-gamma1 inh: 2.8; PLC-beta3 inh: -4.5; Tn7 DDE FP: -4.5; DDE Tn6 FP inh: -10.7; HGIII-sPLA2 inh: 6.1; proKLK7 act: -0.5; NR1D1 modulator: 2.4; ASAP1 inh: -11.5

What do the screens show for `CCN(CC)S(=O)(=O)c1ccc(Cl)c(NC(=O)COc2ccc(OC)cc2[N+](=O)[O-])c1`?
ARFGAP1 inh: -7.8; UHRF1 MBD2 ctr: 2.9; PLC-gamma1 inh: 0.6; PLC-beta3 inh: -6.0; Tn7 DDE FP: 5.8; DDE Tn6 FP inh: 3.9; HGIII-sPLA2 inh: 15.2; proKLK7 act: -0.2; NR1D1 modulator: -3.5; ASAP1 inh: -17.6

Results for CCOC(=O)c1sc(NC(=O)CSc2nnc(C(C)C)n2C)nc1C ?
ARFGAP1 inh: 0.7; UHRF1 MBD2 ctr: -0.4; PLC-gamma1 inh: 1.3; PLC-beta3 inh: 2.0; Tn7 DDE FP: -1.5; DDE Tn6 FP inh: 0.1; HGIII-sPLA2 inh: -1.4; proKLK7 act: -0.2; ASAP1 inh: 5.3

What do the screens show for `COc1ccc(S(=O)(=O)NC(=O)C2(C)CCN2C(=O)c2c(C)noc2C)cc1` (stereo not drawn)?
ARFGAP1 inh: 13.8; UHRF1 MBD2 ctr: 0.6; PLC-gamma1 inh: -0.6; PLC-beta3 inh: 0.7; Tn7 DDE FP: 2.6; DDE Tn6 FP inh: 6.7; HGIII-sPLA2 inh: 0.3; proKLK7 act: -0.4; NR1D1 modulator: 0.8; ASAP1 inh: -16.4

Results for COCCCNC(=O)CN(CCc1ccccc1)S(=O)(=O)c1ccc(OC)cc1 ?
ARFGAP1 inh: -5.3; UHRF1 MBD2 ctr: 5.8; PLC-gamma1 inh: 3.0; PLC-beta3 inh: -2.7; Tn7 DDE FP: 4.5; DDE Tn6 FP inh: 5.5; HGIII-sPLA2 inh: 9.1; proKLK7 act: 0.0; NR1D1 modulator: 1.4; ASAP1 inh: 9.5

Results for Cc1ccc(NC(=O)CN(C)C(=O)C2CC(=O)N(Cc3ccccc3)C2)cc1 (stereo not drawn) ?
ARFGAP1 inh: -0.8; UHRF1 MBD2 ctr: 0.2; PLC-gamma1 inh: -0.3; PLC-beta3 inh: -9.8; Tn7 DDE FP: -2.5; DDE Tn6 FP inh: -1.3; HGIII-sPLA2 inh: 3.6; proKLK7 act: 0.1; NR1D1 modulator: 2.4; ASAP1 inh: -12.7

Results for Cc1ccc(-c2nc(CS(=O)(=O)CC(=O)NCCCN3CCOCC3)c(C)o2)cc1 ?
ARFGAP1 inh: 14.5; UHRF1 MBD2 ctr: -0.7; PLC-gamma1 inh: 8.4; PLC-beta3 inh: -1.3; Tn7 DDE FP: 0.4; DDE Tn6 FP inh: 1.9; HGIII-sPLA2 inh: 1.0; proKLK7 act: -0.1; NR1D1 modulator: -0.6; ASAP1 inh: 7.2

How did O=C(O)CSc1nnc(COc2cccc3cccnc23)n1-c1ccc(Cl)cc1 do in these assays?
ARFGAP1 inh: 1.4; UHRF1 MBD2 ctr: -0.5; PLC-gamma1 inh: -6.4; PLC-beta3 inh: -11.3; Tn7 DDE FP: -3.8; DDE Tn6 FP inh: 8.7; HGIII-sPLA2 inh: -2.9; proKLK7 act: 0.1; NR1D1 modulator: 3.3; ASAP1 inh: -6.1

How did O=C(CCn1cccc1)NCc1ccc2c(c1)OCO2 do in these assays?
ARFGAP1 inh: -18.6; UHRF1 MBD2 ctr: 5.4; PLC-gamma1 inh: -1.4; PLC-beta3 inh: 2.3; Tn7 DDE FP: 5.3; DDE Tn6 FP inh: -0.5; HGIII-sPLA2 inh: 2.0; proKLK7 act: 0.1; NR1D1 modulator: -0.9; ASAP1 inh: 4.8

What do the screens show for `CCc1nc2ccc(C(=O)NCc3ccccc3OC)cn2c1N(CC)CCOC`?
ARFGAP1 inh: 1.7; UHRF1 MBD2 ctr: 1.0; PLC-gamma1 inh: 0.1; PLC-beta3 inh: 2.7; Tn7 DDE FP: -0.1; DDE Tn6 FP inh: -5.0; HGIII-sPLA2 inh: 0.4; proKLK7 act: 0.6; NR1D1 modulator: 5.0; ASAP1 inh: -3.7

Compound activity: PubChem, several laboratories
